# LANA DNA inh: KSHV C-LANA DNA binding inhibition; MBP-C-LANA/FAM-LBS DNA binding, fluorescence polarization; inhibition, % at 9 µM; 340,000 compounds, 0.078% hits;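 active = highest replicate inhibition at or above 60% at 9 µM, even if other replicates fall short; inactive = all replicates below 60% inhibition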;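 note: 0% = neutral control wells and 100% = 4 µM acridine orange control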
# Cardiac RTF inh: cardiac RTF calcium desensitization. AID 493244. 340,000 compounds, 0.12% hits. inhibition, % at 7.15 µM. IANBD-labeled cardiac RTF, Ca2+ fluorescence. P19429+P45379;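 active = inhibition above the mean inhibition of all tested compounds plus 3 SD, cut at about 17% in these data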;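 note: assay run at fixed EC70 calcium of 1.6 mM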
# SR-BI DiI-HDL act: SR-BI HDL lipid transfer activation; activation, % at 12.5 µM; 320,000 compounds, 0.096% hits; CHO ldlA[mSR-BI] cells, DiI-HDL uptake fluorescence, 3 h; 100 = double the neutral-control signal;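 active = mean replicate activation of at least 60% and every replicate at or above 60%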;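 note: 0% = median plate neutral-control signal and 100% = twice that signal; values of inactives mirror those of a sister screen read the other way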
#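 Material: SR-BI-overexpressing, LDLR-lacking CHO cells | Dosing: Single compound concentration, delivered by pin transfer | Probe or stimulus: Labelled HDL, 10 µg/mL | Signal: Bottom-read cell fluorescence after medium removal, ex 550/em 595 nm | Schedule: 3 h, 37 °C | Evaluation: HDL uptake via cellular fluorescence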
# Arr AP2 block: human beta-arrestin and AP2 interaction inhibition. FITC-arrestin peptide / GST-AP2 beads, flow cytometry; AP2 beta2 appendage carries R879A mutation. inhibition, % at 10 µM. 340,000 compounds, 0.31% hits;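 active = inhibition above a set limit, near 3 SD of compounds lacking own fluorescence, cut at about 54% in these data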;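 note: plate controls were DMSO wells for no effect and 5 µM unlabelled arrestin peptide for full effect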
#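 System: GST-tagged AP2 beta2-adaptin appendage (R879A) on 4 µm glutathione beads / Reagent: FITC-arrestin peptide, 50 nM / Detection: HyperCyt-sampled flow cytometry, FL1 channel, ex 488/em 535 nm / Timing: 12 min plus 1 h, RT / Buffer or medium: PBS plus Tween 20 (0.05%) and BSA (0.1%)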
# DAGLB inh: diacylglycerol lipase beta (human) inhibition. 340,000 compounds, 0.059% hits. HEK293T DAGLB membrane lysate, EnzChek fluorogenic substrate. inhibition, % at 5.17 µM. AID 504411; in the data active = inhibition above about 34%;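 note: 0% = enzyme with vehicle and 100% = wells lacking enzyme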
# SR-BI DiI inh: inhibitors of mouse SR-BI mediated HDL lipid uptake; 320,000 compounds, 0.96% hits; ldlA[mSR-BI] CHO cells, DiI-HDL uptake fluorescence, 3 h; inhibition, % at 12.5 µM;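 active = mean replicate inhibition of at least 70% and a set share of replicates each scoring 70 or more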;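 note: 0% = median of neutral control wells and 100% = median of positive control wells; values of inactives mirror those of a sister screen read the other way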
# Target sequence (Q61009 whole entry, looked up): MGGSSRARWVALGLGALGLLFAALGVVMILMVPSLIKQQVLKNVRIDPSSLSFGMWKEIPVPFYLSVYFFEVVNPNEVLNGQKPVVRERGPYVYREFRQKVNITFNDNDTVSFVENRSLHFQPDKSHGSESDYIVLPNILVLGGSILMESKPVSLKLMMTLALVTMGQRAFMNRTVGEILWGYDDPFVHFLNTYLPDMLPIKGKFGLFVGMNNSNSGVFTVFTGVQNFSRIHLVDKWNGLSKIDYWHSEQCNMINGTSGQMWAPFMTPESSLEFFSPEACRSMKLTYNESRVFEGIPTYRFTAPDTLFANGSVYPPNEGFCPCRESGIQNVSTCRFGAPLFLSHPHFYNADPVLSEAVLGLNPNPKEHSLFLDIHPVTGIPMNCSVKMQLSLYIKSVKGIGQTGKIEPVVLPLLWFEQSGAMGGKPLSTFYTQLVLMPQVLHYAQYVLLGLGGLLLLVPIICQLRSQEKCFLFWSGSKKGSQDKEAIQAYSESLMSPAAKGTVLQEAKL
# PvdQ inh: P. aeruginosa PvdQ acylase inhibition; inhibition, % at 10 µM; purified PvdQ acylase, fluorescence plate reader; 340,000 compounds, 0.063% hits; in the data active = inhibition above about 30%, passing the limit was not always enough;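 note: 0% = vehicle neutral wells and 100% = reference inhibitor wells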
# NSD2 inh: NSD2 (human) methyltransferase inhibition; 310,000 compounds, 0.54% hits; NSD2 peptide methylation, AlphaScreen, 120 min; O96028; inhibition, % at 12.5 µM; in the data active = inhibition above about 50%
# Keap1-Nrf2 PPI: inhibitors of human Keap1-Nrf2 protein-protein interaction. Keap1 Kelch-Nrf2 peptide fluorescence polarization, 1536-well. AID 504523. 340,000 compounds, 0.15% hits. inhibition, % at 9.4 µM; in the data active = inhibition above about 12%;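 note: human Keap1 Kelch domain with fluorescein labeled Nrf2 9mer peptide probe; 0% = neutral control wells and 100% = peptide positive control; higher means more block of Keap1 binding to Nrf2 peptide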
# PKA-R2B activ: PKA-R2B complex activation | P22694+P31323 | PKA-R2B holoenzyme dissociation, Cy5-IP20 fluorescence polarization; R2B truncated from residue 108, S112A mutant; 0% DMSO only, 100% 113 µM cGMP | activation, % at 11.4 µM | 340,000 compounds, 0.079% hits | AID 504700;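 active = activation above a cutoff set at the mean over all compounds plus 3 SD, cut at about 18% in these data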;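 note: higher means more holoenzyme dissociation and a rise in polarization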
# Target sequence (P31323 whole entry, looked up, other chains not shown, the tested form may be a part): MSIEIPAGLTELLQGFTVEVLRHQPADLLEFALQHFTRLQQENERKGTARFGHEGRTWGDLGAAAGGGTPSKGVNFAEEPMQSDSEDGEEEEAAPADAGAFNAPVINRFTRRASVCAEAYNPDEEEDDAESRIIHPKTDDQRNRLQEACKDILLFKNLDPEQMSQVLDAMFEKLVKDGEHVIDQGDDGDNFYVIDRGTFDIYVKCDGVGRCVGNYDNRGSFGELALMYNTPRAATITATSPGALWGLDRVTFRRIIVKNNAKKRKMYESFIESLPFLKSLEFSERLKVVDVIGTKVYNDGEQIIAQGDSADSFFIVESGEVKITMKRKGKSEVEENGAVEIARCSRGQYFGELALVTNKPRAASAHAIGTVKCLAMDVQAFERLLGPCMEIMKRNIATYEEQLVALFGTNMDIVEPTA
# Numbers without * were called inactive; nt = no result given.
SMILES,LANA DNA inh,Cardiac RTF inh,SR-BI DiI-HDL act,Arr AP2 block,DAGLB inh,SR-BI DiI inh,PvdQ inh,NSD2 inh,Keap1-Nrf2 PPI,PKA-R2B activ
Cc1c(C)c2ccc(OCC(=O)Nc3ccc(N4CCC(C)CC4)cc3)cc2oc1=O,-0.3,-5,-2,1,3,2,-11,2,-2,-5
C/C(=N\NC(=O)c1cccnc1)c1nnn(-c2nonc2N)c1C,0.3,4,15,-8,-3,-15,-12,-19,-3,-3
CC(C)C(NC(=O)c1ccccc1)C(=O)OCn1nnc2ccccc2c1=O (centres undefined),0.1,6,8,17,0,-8,-8,0,-1,-6
O=C(c1ccc(S(=O)(=O)N2CCCCC2)cc1)N1CCCC(C(F)(F)F)C1 (centres undefined),0.5,-9,-4,12,0,4,-14,0,0,0
Nc1ccc2nn(-c3cc([N+](=O)[O-])ccc3O)nc2c1,-1.6,-4,4,2,1,-4,-10,79*,-2,8
COc1cccc(/C=N/NC(=O)c2cnccn2)c1O,0.9,2,-4,-3,0,4,-10,1,-2,6
Nc1nnc(SCC(=O)N2CCc3ccccc32)n1-c1ccccc1,-2.4,-11,-48,2,3,48,-11,2,-4,6
Cc1ccnc(SCc2ccc([N+](=O)[O-])cc2)n1,-1.0,-6,nt,18,-1,nt,1,1,1,10
Cc1nnc(SCC(=O)NC2CCCCC2)n(N)c1=O,-1.6,1,28,-8,-4,-28,-7,nt,-2,-19
O=C(NCCNC(=O)c1ccc(F)cc1)c1ccc(F)cc1,-0.8,4,13,0,0,-13,-7,nt,-1,6
COc1cc(-c2nnc(Cn3cc(C(F)(F)F)ccc3=O)o2)cc(OC)c1OC,-0.1,-5,9,-1,0,-9,4,1,0,1
Cc1cc(Br)c(NC(=O)c2ccccc2[N+](=O)[O-])cc1C,0.2,-7,-38,-3,-3,38,-2,15,-1,-5
CCn1cc(NC(=O)Nc2ccccc2C(=O)OC)c(C(N)=O)n1,-0.2,-6,25,2,-1,-25,1,-3,-1,-6
C=CCN1C(=O)S/C(=C\c2ccc3c(c2)n(C)c(=O)n3C)C1=O,-1.0,10,-25,-6,-1,25,-3,-3,-1,-5
CCC(C)[C@H](NC(=O)NCc1ccc(OC)c(OC)c1)C(=O)O (some centres undefined),2.1,3,nt,0,-2,nt,-3,0,-2,-5
CC(C)CNC(=O)c1cc2nc(C3CC3)cc(C(F)(F)F)n2n1,-3.3,0,-18,34,-4,18,0,0,1,7
Cc1ccc(C(=O)C(C)OC(=O)Cn2c(C)csc2=O)cc1 (centres undefined),0.2,1,-4,-3,2,4,3,0,-3,-3
O=C(N/N=C/c1c[nH]c2ccccc12)c1cc2ccccc2o1,-0.1,-9,nt,-5,-1,nt,-4,-3,-5,0
COC(=O)c1ccc(C2OCC(C)(C)CO2)cc1,0.0,-5,9,-7,-1,-9,-9,4,0,-1
Cc1cc(=O)n2nc(N3CCCC(C(=O)Nc4ccc(C)c(C)c4)C3)sc2n1 (centres undefined),-0.4,-1,-67,-8,-3,67,-4,nt,-2,-5
CCc1ccccc1N(CC(=O)NC1CCCC1)C(=O)CNC(=O)c1cccs1,2.0,-9,-22,-5,-2,22,-10,0,-1,2
CCOC(=O)c1ccc(NC(=O)NC2CCN(CC(=O)NCc3ccc4c(c3)OCO4)CC2)cc1,0.1,-6,nt,10,0,nt,-9,0,-2,-7
COc1ccc(S(=O)(=O)NCC2CCCN(C(=O)CNC(C)=O)C2)cc1 (centres undefined),-1.4,0,-1,37,-2,1,10,-3,-2,-5
O=C(c1cc(COc2ccc3ncccc3c2)on1)N1CCC[C@H]1CO,1.6,0,5,-14,3,-5,-13,1,3,3
Cc1c(C)c2cc(Cl)c(OCC(=O)N3CCN(c4ccc(F)cc4)CC3)cc2oc1=O,0.1,-1,14,-15,-1,-14,-13,-4,-3,4
COC(=O)CSc1nnc(CNC(=O)c2ccc(OC)c(OC)c2)n1C,-1.7,-21,24,-15,0,-24,-14,nt,-4,-4
CC1CCCC(C)N1C(=O)c1cc(-c2ccco2)on1 (centres undefined),-0.9,-1,14,2,-6,-14,6,2,-6,16
CCCNc1nc2c(c(=O)n(C)c(=O)n2C)n1CCC(C)C,-0.8,-2,-3,20,-7,3,3,-2,-1,-7
O=C(NC1CCCC1)c1ccc(CS(=O)(=O)Cc2ccccc2Cl)o1,-0.2,2,14,4,0,-14,-1,0,-1,-2
O=C1C=C(c2ccc(F)nc2)C[C@@H](c2ccc3c(c2)OCO3)C1,1.4,8,-43,2,-2,43,-10,nt,-6,-1
CC(C)c1csc(CN2CCCC(CNC(=O)c3cccc4ccccc34)C2)n1 (centres undefined),1.4,-2,-9,-1,-5,9,3,1,0,-11
O=C(CS(=O)(=O)Nc1ccc(F)cc1Cl)Nc1ccc(F)cc1Cl,0.7,4,1,-11,3,-1,-9,nt,-2,-6
Cc1nnc(SCC(=O)N2CCN(S(=O)(=O)c3ccccc3)CC2)[nH]c1=O,-3.0,1,nt,4,-1,nt,-15,6,-2,1
Cc1cc(C(=O)N2CCc3ccccc3C2)n[nH]1,-1.6,0,14,25,-2,-14,2,2,1,-6
COC(=O)c1cc(-c2ccc(OC)c(OC)c2)c2c(=O)[nH]c(=O)n(C)c2n1,0.2,-11,nt,9,-4,nt,-13,26,1,-4
Cc1ccccc1-c1nnc(SCC#N)o1,1.1,-2,18,-9,-3,-18,-16,nt,-5,-12

# One compound at a time, as listed above. Screens in order: LANA DNA inh, Cardiac RTF inh, SR-BI DiI-HDL act, Arr AP2 block, DAGLB inh, SR-BI DiI inh, PvdQ inh, NSD2 inh, Keap1-Nrf2 PPI, PKA-R2B activ
# Cc1c(C)c2cc(Cl)c(OCC(=O)N3CCN(c4ccc(F)cc4)CC3)cc2oc1=O as listed: 0.1, -1, 14, -15, -1, -14, -13, -4, -3, 4
# O=C(CS(=O)(=O)Nc1ccc(F)cc1Cl)Nc1ccc(F)cc1Cl as listed: 0.7, 4, 1, -11, 3, -1, -9, nt, -2, -6
# Cc1ccccc1-c1nnc(SCC#N)o1 as listed: 1.1, -2, 18, -9, -3, -18, -16, nt, -5, -12
# O=C(NC1CCCC1)c1ccc(CS(=O)(=O)Cc2ccccc2Cl)o1 as listed: -0.2, 2, 14, 4, 0, -14, -1, 0, -1, -2
# CC(C)c1csc(CN2CCCC(CNC(=O)c3cccc4ccccc34)C2)n1 (centres undefined) as listed: 1.4, -2, -9, -1, -5, 9, 3, 1, 0, -11

# The results go on.
SMILES,LANA DNA inh,Cardiac RTF inh,SR-BI DiI-HDL act,Arr AP2 block,DAGLB inh,SR-BI DiI inh,PvdQ inh,NSD2 inh,Keap1-Nrf2 PPI,PKA-R2B activ
CC(=O)Nc1ccc(S(=O)(=O)NNC(=O)NC23CC4CC(CC(C4)C2)C3)cc1,-6.6,-3,-5,38,3,5,9,-1,-2,-1
COc1cccc(NC(=O)COC(=O)CCCc2c[nH]c3ccccc23)c1,-2.6,7,-8,-2,-2,8,-13,-1,-3,-10
CC(=O)N1c2ccc(S(=O)(=O)N3CCCCC3)cc2CC1C(=O)Nc1ccc(F)cc1C (centres undefined),0.9,-2,-10,5,3,10,-10,-4,-6,5
O=C(CN1CCCCCC1)Nc1ccccc1[N+](=O)[O-],0.7,-3,-10,10,-7,10,-9,5,2,8
COc1ccc(C)cc1S(=O)(=O)N1CCCC(C(=O)N2CCN(c3ccccc3)CC2)C1 (centres undefined),0.6,-3,-10,25,-2,10,-7,10,3,6
COc1ccccc1NC(=O)CSc1nc(O)cc(=O)[nH]1,-0.2,2,-4,4,2,4,5,1,0,-7
CCN(Cc1ccccc1)C(=O)CSc1ccccc1C(=O)O,0.8,-7,0,-8,2,0,-8,-1,-6,1
CCNc1nc(NCC)nc(N(C)N)n1,1.1,7,16,-10,-2,-16,-5,-3,-1,-10
CC(=O)c1cc(C)c(OCc2cn(CC(=O)c3ccc(O)cc3)nn2)c(C)c1,-1.5,-2,20,6,-2,-20,-13,nt,1,5
CC1CCc2c(sc(NC(=O)CCCn3cnc([N+](=O)[O-])n3)c2C(N)=O)C1 (centres undefined),-2.8,-10,nt,-13,1,nt,-12,-4,-4,-11
CCN(CC)S(=O)(=O)c1cccc(NC(=O)COC(=O)c2ccc(Br)o2)c1,-1.0,-2,-8,28,1,8,-3,-5,-7,2
CCN1CCN(CC(=O)N/N=C/c2cc(Br)cs2)CC1,0.5,-6,37,26,-3,-37,9,4,-3,-13

# A section from further up, for reference:
SMILES,LANA DNA inh,Cardiac RTF inh,SR-BI DiI-HDL act,Arr AP2 block,DAGLB inh,SR-BI DiI inh,PvdQ inh,NSD2 inh,Keap1-Nrf2 PPI,PKA-R2B activ
CC1CCc2c(sc(NC(=O)CCCn3cnc([N+](=O)[O-])n3)c2C(N)=O)C1 (centres undefined),-2.8,-10,nt,-13,1,nt,-12,-4,-4,-11
CCN(CC)S(=O)(=O)c1cccc(NC(=O)COC(=O)c2ccc(Br)o2)c1,-1.0,-2,-8,28,1,8,-3,-5,-7,2
CCN1CCN(CC(=O)N/N=C/c2cc(Br)cs2)CC1,0.5,-6,37,26,-3,-37,9,4,-3,-13

# (more compounds)
SMILES,LANA DNA inh,Cardiac RTF inh,SR-BI DiI-HDL act,Arr AP2 block,DAGLB inh,SR-BI DiI inh,PvdQ inh,NSD2 inh,Keap1-Nrf2 PPI,PKA-R2B activ
Cc1ccc(NC2=C(NC(=O)c3ccccc3)C(=O)c3ccccc3C2=O)cc1Cl,-0.6,-2,-79,25,25,79*,-13,32,3,-6
Cc1ccc(Cn2nnc3c(=O)n(CC(=O)NCc4ccc5c(c4)OCO5)cnc32)cc1,-2.5,-3,-8,9,0,8,2,1,5,-3
Cc1c(OCC(=O)N[C@@H](Cc2ccccc2)C(=O)O)ccc2c3c(c(=O)oc12)CCC3,-1.6,-4,1,-3,3,-1,14,nt,-6,-10
O=S(=O)(c1cc(Cl)ccc1Cl)n1nnc2ccccc21,0.9,-10,19,1,1,-19,-2,6,-3,-4
O=C(Cc1ccccc1[N+](=O)[O-])NCc1ccc(Cl)cc1Cl,0.3,-7,1,0,-3,-1,-4,-1,1,-8
CCOC(=O)N/N=C(C)/C=C/c1ccccc1,0.3,-10,3,4,0,-3,-18,0,-3,-13

# Compound activity (PubChem)
